# Bioassay records (PubChem)
# HTRA1 inhibitor: HTRA1 serine protease inhibitors, primary screen, biochemical, fluorescence polarization, HTS; Q92743; recombinant HTRA1, FP-rhodamine activity-based probe; inhibition, % at 5.96 µM; hit rate 0.5% among 340,000; AID 504803, 2011; in the data active = inhibition above about 36%;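 also: 0% = enzyme with DMSO and 100% = wells lacking enzyme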
# PG9 Ab binder: binders of HIV-1 gp120 antibody PG9, primary screen, biochemical, TR-FRET. TR-FRET gp120-PG9 antibody binding. inhibition, % at 6.7 µM. hit rate 0.43% among 360,000; in the data active = inhibition above about 8.5%
# Tn7 DDE FP: inhibitors of Tn7 peptide binding to fibrin DD(E), primary screen, biochemical, fluorescence polarization, human fibrin, Tn7 probe | Fibrinogen beta chain (Homo sapiens), P02675 | inhibition, % at 8.3 µM | FP displacement of FITC-Tn7 peptide from fibrin DD(E); 0% = median of compound wells per plate | hit rate 0.13% among 370,000;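 active = inhibition above the mean of compounds falling within the control limits plus 3 SD of them, cut at about 14% in these data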;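 also: 0% = plate median of compound wells and 100% = 10 µM Aha-Tn7 peptide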
# Target sequence (P02675 whole entry, looked up): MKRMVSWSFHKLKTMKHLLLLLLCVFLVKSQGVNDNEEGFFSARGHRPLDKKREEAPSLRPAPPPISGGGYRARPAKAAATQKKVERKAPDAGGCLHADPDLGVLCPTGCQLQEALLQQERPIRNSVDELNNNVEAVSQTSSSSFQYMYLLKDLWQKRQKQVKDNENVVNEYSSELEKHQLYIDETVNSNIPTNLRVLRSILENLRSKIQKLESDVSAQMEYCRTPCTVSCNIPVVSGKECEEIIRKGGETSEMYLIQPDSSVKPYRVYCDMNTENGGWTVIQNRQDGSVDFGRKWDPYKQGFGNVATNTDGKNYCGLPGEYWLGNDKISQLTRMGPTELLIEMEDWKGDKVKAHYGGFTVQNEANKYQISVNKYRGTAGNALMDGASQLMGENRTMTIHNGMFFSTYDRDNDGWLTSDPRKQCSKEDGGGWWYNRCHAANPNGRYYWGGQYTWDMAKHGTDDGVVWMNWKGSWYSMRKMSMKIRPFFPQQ
#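 assay system = human clot-derived fibrin DD(E) complex | quantity = Fibrin-DD(E) at 2 µM final | timing = 10 min preincubation, 3 h with tracer, room temperature | signal = fluorescence polarization | measure = percent inhibition | benchmarks = high control wells with 10 µM unlabelled Aha-Tn7 peptide (full inhibition) | replicates = singlicate testing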
# PRMT1 inh: PRMT1 methyltransferase inhibitors, primary screen, biochemical, fluorescence polarization. Protein arginine N-methyltransferase 1 (Homo sapiens), Q99873. recombinant PRMT1, activity-based probe fluorescence polarization. inhibition, % at 2.79 µM. hit rate 1.3% among 370,000;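 active = inhibition above about 21% made by adding two undisclosed values, limit read from the data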
# LEDGF integ inh: blockers of LEDGF/p75-dependent integrase strand transfer – biochemical, TR-FRET, high throughput, primary screen. HIV-1 integrase (with human LEDGF/p75). TR-FRET IN-LEDGF/p75 DNA integration, Eu/Cy5. inhibition, % at 3.7 µM. hit rate 0.64% among 370,000. AID 743269, 2014;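 active = inhibition above the screen-wide mean plus 3 SD, cut at about 13% in these data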;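 also: signal is the Cy5 over europium emission ratio at 671 and 618 nm; 0% = plate median of compound wells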
# TDP2 absorb: human TDP2 enzyme inhibitors, primary screen, biochemical, epi absorbance, recombinant enzyme | Tyrosyl-DNA phosphodiesterase 2 (Homo sapiens), O95551 | T5PNP hydrolysis, p-nitrophenol absorbance 415 nm | inhibition, % at 12.8 µM | hit rate 0.34% among 370,000;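 active = inhibition above the mean of all tested compounds plus 3 SD, set per campaign, cut at about 25% in these data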;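 also: 0% = DMSO with enzyme and 100% = buffer with substrate but no TDP2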
# Target sequence (O95551 whole entry, looked up): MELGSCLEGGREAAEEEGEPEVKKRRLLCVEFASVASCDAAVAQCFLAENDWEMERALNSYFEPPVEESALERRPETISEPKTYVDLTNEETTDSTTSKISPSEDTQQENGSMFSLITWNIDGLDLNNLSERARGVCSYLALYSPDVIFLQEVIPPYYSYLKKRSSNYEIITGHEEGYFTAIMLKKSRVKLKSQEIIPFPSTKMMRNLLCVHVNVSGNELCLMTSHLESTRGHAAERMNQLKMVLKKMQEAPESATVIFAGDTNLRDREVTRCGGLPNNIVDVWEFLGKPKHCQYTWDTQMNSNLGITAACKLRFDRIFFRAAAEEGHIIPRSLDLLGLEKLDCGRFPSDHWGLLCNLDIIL
#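 Evaluation: % inhibition relative to enzyme-containing and enzyme-free wells. Material: recombinant human TDP2. Benchmarks: enzyme-free and DMSO wells. Timing: enzyme reaction with compound for 2 h at 37 °C. Compound dosing: 12.8 µM only. Measured by: p-Nitrophenol epi absorbance. Reagent: T5PNP substrate at 5 mM, a TopII-DNA adduct mimic. Replication: single well per compound.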
# SIAE inh: human SIAE inhibitors, primary screen, biochemical, fluorescence polarization, FP-Rh probe, 1536-well HTS; Sialate O-acetylesterase (Homo sapiens), Q9HAT2; AID 1053197, 2014; SIAE FP-Rh probe binding; inhibition, % at 9.66 µM; hit rate 0.69% among 370,000;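 active = inhibition above a cutoff: mean of compounds within the control limits plus 3 SD of those, cut at about 17% in these data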;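 also: 0% = plate median of compound wells and 100% = probe without SIAE protein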
# mABHD4 FP: ABHD4 inhibitors, primary screen, biochemical, fluorescence polarization, mouse | (Lyso)-N-acylphosphatidylethanolamine lipase (Mus musculus), Q8VD66 | hit rate 0.54% among 370,000 | AID 720543, 2013 | inhibition, % at 8.92 µM | purified mABHD4, FP-Rh probe fluorescence polarization;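 active = inhibition exceeding the mean over every tested compound plus 3 SD, cut at about 30% in these data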;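 also: 0% = plate median of compound wells and 100% = S159A mutant with DMSO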
#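 Doses – 8.92 µM, single dose · Material – wild-type mouse ABHD4 protein · Replication – single well per compound (singlicate) · Measure – percent inhibition of probe binding, normalized to plate controls · Schedule – 45 min compound pre-incubation plus 60 min probe step, 25 °C · Detection – fluorescence polarization with parallel and perpendicular emission, 525/598 nm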
# TCR CD3 inh: inhibitors of human TCR-CD3 interaction, primary screen, biochemical, fluorescence, TAMRA-labeled TCR probe. T-cell receptor (TCR). hit rate 0.37% among 360,000. AID 651800, 2012. inhibition, % at 9.4 µM; in the data active = inhibition above about 19%;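 also: recombinant mutant TCR 2C K166C tagged with TAMRA read by polarization; 0% = receptor in buffer alone and 100% = receptor with positive control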
# UHRF1 binding: UHRF1 methylated DNA binding inhibitors, primary screen, counter-screen for MBD2 inhibitor project, biochemical, TR-FRET, human UHRF1, single concentration | UHRF1 binding to methylated oligo | inhibition, % at 4.4 µM | hit rate 0.75% among 370,000 | AID 687016, 2013; in the data active = inhibition above about 21%;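 also: UHRF1 SRA domain binding a hemimethylated CpG hairpin DNA probe; 0% = median of test compound wells and 100% = reference inhibitor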
# Starred values were filed as active, the others as inactive; . = no result given; & = joins results of further samples.
SMILES,HTRA1 inhibitor,PG9 Ab binder,Tn7 DDE FP,PRMT1 inh,LEDGF integ inh,TDP2 absorb,SIAE inh,mABHD4 FP,TCR CD3 inh,UHRF1 binding
O=C(Nc1ccccc1C(=O)NCCCN1CCOCC1)c1ccc(Cl)cc1,-7,-1.0,-5,-3,-2,-6,3,-3,4,-1
COc1cccc(CN(C)C(=O)c2ccc(C)c(S(=O)(=O)N3CCCCC3)c2)c1,-4,-2.0,-3,-5,3,-15,-7,0,3,3
Cc1ccc(-c2c(NC(=O)C(C)C)n(C)c3ccccc3c2=O)cc1,-7,0.6,-5,-4,4,10,5,0,0,4
Cc1cc(CNC(=O)c2cccnc2Cl)c2ccccc2n1,1,-0.4,6,4,-6,-3,2,2,-4,3
COc1ccc(C(O)(CC(C)C)C(CN2CCOCC2)c2ccccc2)cc1 (centres undefined),-9,0.0,1,7,-6,-5,-5,-7,-7,3
COc1cc(/C=C2\SC(=Nc3cccnc3)NC2=O)cc(OC)c1OC,.,0.0,2,1,-1,4,1,-9,-6,-3
CC(C)c1nc(-c2ccccn2)no1,-2,0.4,6,-2,-1,-4,-5,-2,-3,-1
CS(=O)(=O)N(CC(=O)N1CCCCC1)c1ccc(Cl)c(C(F)(F)F)c1,-7,-0.7,3,-1,4,0,-3,-7,-5,3
O=C1CCCC(O)=C1C=NCCc1ccccc1,-2,0.1,0,0,0,5,2,3,-1,1
CCN(CC)S(=O)(=O)c1cccc(-c2nnc(SCC(=O)N3CCC(C(=O)O)CC3)n2N)c1,8,0.8,-2,-6,-1,21,4,1,1,-1
Cc1cccc(-c2cc3nc4c(c(N5CCCC(O)C5)n3n2)CCC4)c1 (centres undefined),-14,-1.1,0,-1,-3,1,3,5,-6,0
O=C1c2ccccc2C(=O)N1c1cccc2ccccc12,7,-0.2,3,1,-2,-10,-5,-1,11,-1
CCN(CC)S(=O)(=O)c1ccc2c(c1)nc(SCC(=O)N(C)C1CCS(=O)(=O)C1)n2CC (centres undefined),9,1.4,-2,-1,-1,-3,-2,4,2,-1
CCOc1ccc(N(CC(=O)NC2CCCCC2)S(=O)(=O)c2c(C)noc2C)cc1,1,-1.9,-11,-1,3,8,-6,2,0,0
C=CCOc1ccc(C2=NO[C@@H]3[C@@H]4C[C@@H]([C@H]5C(=O)N(C)C(=O)[C@@H]45)[C@H]23)cc1,.,0.2,1,-1,-1,0,-2,-2,-1,0
CCCOc1ccc(F)cc1-c1cc(C(=O)NCc2ccccc2OC)[nH]n1,.,-0.5,-1,0,-2,0,-28,-27,-7,-1
O=C1CC(c2ccccc2)c2ccccc21 (centres undefined),0,0.3,4,-1,0,2,1,1,3,-3
CN1Cc2cccc3c2C(Cc2ccccc2S3)C1 (centres undefined),0,-3.6,-10,-3,-1,-5,-2,4,2,-4
O=c1c([N+](=O)[O-])cccn1Cc1ccccc1Cl,2,1.5,3,1,2,7,-1,3,0,1
CCn1ncc(Br)c1C(=O)Nc1nccs1,-3,-0.2,-1,4,-1,-7,1,-7,0,-3
CCOC(=O)c1cc2sccc2n1CCCN1C(=O)c2ccccc2C1=O,-22,0.3,2,3,2,10,4,-11,4,-3
CC1(C(=O)Nc2ccc3ccccc3c2)CCC(=O)N1CC(F)(F)F (centres undefined),.,-2.0,3,2,-3,-3,-5,-1,-10,6
O=C(N/N=C/c1ccc(Cl)cc1)c1cc2c(s1)-c1ccccc1CC2,-6,0.1,5,-3,4,7,-5,2,4,-2
CC(COc1ccc([N+](=O)[O-])cc1Cl)CN1CCC(C(O)(c2ccccc2)c2ccccc2)CC1 (centres undefined),.,.,-4,-3,3,-10,1,8,.,-1
O=C(C1Cc2ccccc2O1)N1CCCCC1 (centres undefined),4,-0.2,-4,-2,2,-7,2,1,4,1
CCCS(=O)(=O)c1nc(S(=O)(=O)c2ccc(C)cc2)c(NCCCN(C)C)s1,-10,-1.1,-3,-1,0,-6,3,2,-2,-1
Cc1cc(N2CC34C=CC(O3)C(C(=O)O)C4C2=O)no1 (centres undefined),4,-0.9,-4,-3,1,8,11,-3,-3,0
CC1(C(=O)Nc2cccc3ccccc23)CCN1C(=O)Cc1ccc(Cl)cc1Cl (centres undefined),.,-0.1,2,0,2,-13,-4,-18,-2,-1
O=C(COC(=O)c1ccco1)NCc1ccc(Cl)cc1Cl,-1,2.3,4,0,-3,8,2,-6,1,-2
COc1ccccc1/C=N/N1C(=O)C(CC(=O)Nc2ccc([N+](=O)[O-])cc2OC)SC1=Nc1cccc(C)c1C (centres undefined),.,-0.7,1,-7,-1,8,-24,0,8,-1
COc1ccc(-c2ccc(C(=O)Nc3cccc(Oc4ccccc4)c3)c3occc23)c(C)c1,.,-0.2,1,-7,4,-1,-8,-5,3,-2
COc1ccc(NC(C)c2ccccc2)cc1 (centres undefined),-4,0.4,4,4,-3,4,-2,7,-1,2
CC(=O)c1c(C)[nH]c(C(=O)CN2C(=O)NC3(CCCCC3C)C2=O)c1C (centres undefined),3,-1.5,-7,-11,5,-1,-7,2,1,1
COc1ccc(CN2CCN(Cc3ccccc3)C(CCO)C2)cc1OC (centres undefined),1,0.9,0,-6,-2,-7,4,0,2,2
CC1=C(C(N)=O)C(c2cccs2)NC(=O)N1 (centres undefined),-2,0.6,6,3,-1,4,11,0,-4,1
Cc1ccc([N+](=O)[O-])cc1S(=O)(=O)Nc1ccc(C(=O)N(C)C)cc1,8,0.2,5,1,1,3,11,4,-3,1
Brc1ccc2[nH]c3nc(SCCN4CCOCC4)nnc3c2c1,2&-1,-3.2&-1.9,-6&-1,2&4,-3&-6,13&-6,2&-7,4&7,4&0,7&4
S=C(NCCCN1CCOCC1)NC1CCCC1,-3,0.6,-2,0,0,-2,3,-5,-8,0
Cc1ccc(NC2c3ccccc3C(=O)N2CCN2CCOCC2)cc1 (centres undefined),6,1.1,-6,2,-1,-10,8,4,-1,-1
CCCNC(=O)NC1CCCCCCC1,8,0.2,8,0,0,0,4,-1,8,-1

# Part of the list above in another layout:
Structure	HTRA1 inhibitor	PG9 Ab binder	Tn7 DDE FP	PRMT1 inh	LEDGF integ inh	TDP2 absorb	SIAE inh	mABHD4 FP	TCR CD3 inh	UHRF1 binding
CC1=C(C(N)=O)C(c2cccs2)NC(=O)N1 (centres undefined)	-2	0.6	6	3	-1	4	11	0	-4	1
S=C(NCCCN1CCOCC1)NC1CCCC1	-3	0.6	-2	0	0	-2	3	-5	-8	0
Brc1ccc2[nH]c3nc(SCCN4CCOCC4)nnc3c2c1	2&-1	-3.2&-1.9	-6&-1	2&4	-3&-6	13&-6	2&-7	4&7	4&0	7&4
Cc1ccc(NC2c3ccccc3C(=O)N2CCN2CCOCC2)cc1 (centres undefined)	6	1.1	-6	2	-1	-10	8	4	-1	-1

# (continued)
SMILES,HTRA1 inhibitor,PG9 Ab binder,Tn7 DDE FP,PRMT1 inh,LEDGF integ inh,TDP2 absorb,SIAE inh,mABHD4 FP,TCR CD3 inh,UHRF1 binding
CCN(CC)C(=O)CSC(=Nc1ccccc1F)NC#N,-8,-2.2,4,3,-2,-9,-10,-2,2,-6
COc1cc(CNC[C@H]2O[C@@H](n3cnc(C(N)=O)n3)[C@H](O)[C@@H]2O)ccc1OCc1cccc(Cl)c1,3,-0.5,1,-3,-2,7,2,1,0,-1
CC(C)OC(=O)C1C(=O)CC(C)(O)C(C(=O)OC(C)C)C1c1ccc(F)cc1 (centres undefined),-1,0.2,-1,-2,2,7,3,0,-2,4
CCSc1nnc(CCNS(=O)(=O)c2ccc(C(C)=O)cc2)n1C,8,0.9,5,2,-3,12,1,7,-1,-4
CC(=O)N1CC2(C)CN(C(C)=O)CC(C)(C1)C2=O,-1,1.3,-1,-1,-3,-8,0,0,8,0
CCCN(C(=O)c1ccco1)c1nnc(-c2ccncc2)s1,6,0.3,1,0,-2,3,-6,3,2,-2
CCC(C)(C)C1CCC2(CC1)NC(=O)N(CC(=O)NC(C)CCc1ccccc1)C2=O (centres undefined),-10,0.9,1,-1,2,6,-1,2,6,-1
O=C(N/N=C/c1ccc(Br)s1)Nc1ccccc1,-25,-1.1,-3,8,-4,-17,-8,-13,-11,2
CCOc1ccc(S(=O)(=O)N(CC)CC)cc1NC(=O)c1ccc(N2CCCC2=O)cc1,1,-2.1,2,-4,0,5,-1,12,0,-1
CCc1cc(C(=O)O)c(NC(=O)c2cc(OC)c(OC)c(OC)c2)s1,-4,-0.5,7,-1,-4,-1,-6,3,0,-1
CCOc1cccc2sc(N(CCN(CC)CC)C(=O)c3ccc(S(=O)(=O)N4CCCC4)cc3)nc12,7,0.5,-2,3,-1,4,5,6,-10,2
CC(=O)C(=[N+]=[N-])C(=O)NCc1ccccc1,-1,-0.6,7,-3,-4,8,3,6,-10,-2
COc1cc(C(=O)ON=C2C3CC4CC(C3)CC2C4)cc(OC)c1OC,1,0.1,0,0,-4,-7,-1,3,-4,3
O=C(Nc1ccc(Br)cc1)C1Cc2ccccc2O/C1=N\O (centres undefined),-1,0.4,0,0,2,9,2,-4,-4,0
O=[N+]([O-])c1ccccc1S(=O)(=O)Nc1ccc(-c2ccc(N3CCOCC3)nn2)cc1,2,-0.5,5,0,-3,7,2,8,0,0
COc1ccc(CC(O)CC2c3c(cc4c(c3OC)OCO4)CCN2C)cc1 (centres undefined),-1,-1.5,-3,-2,2,-4,2,-1,-3,5
Nc1ncnc2c1ncn2[C@@H]1O[C@H](C(=O)Nc2ccc(C(=O)N3CCCCC3)cc2)[C@@H](O)[C@H]1O,.,0.2,-9,0,-5,7,4,-2,6,-1
Fc1ccccc1N1CCN(c2ncnc3[nH]ncc23)CC1,-2,1.1,-6,1,0,4,2,0,-6,2
Cc1ccc(S(=O)(=O)Cn2nnnc2C(C(C)C)N2CCN(C(=O)c3ccco3)CC2)cc1 (centres undefined),1,-2.7,3,0,-3,-7,-7,-2,1,19
